Compound activity as filed in PubChem BioAssay.
DUSP3 inh: VHR1 (DUSP3) phosphatase inhibition. P51452. recombinant VHR phosphatase, colorimetric substrate read-out. inhibition, % at 20 µM. 50,000 compounds, 0.7% hits. AID 1992; in the data active = inhibition above about 60%; also: some results filed as inactive read as strong as hits
Target sequence (P51452 whole entry, looked up): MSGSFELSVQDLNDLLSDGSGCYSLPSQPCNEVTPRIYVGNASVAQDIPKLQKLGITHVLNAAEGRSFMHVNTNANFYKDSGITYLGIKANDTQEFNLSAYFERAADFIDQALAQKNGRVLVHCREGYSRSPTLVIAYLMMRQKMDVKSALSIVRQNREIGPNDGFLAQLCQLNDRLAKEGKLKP
Starred values were filed as active, the others as inactive.

SMILES	DUSP3 inh
Cn1c(-c2ccc(Cl)cc2Cl)n[nH]c1=S	67.6
COc1cc(NC(=O)c2ccccc2)c(Cl)cc1NC(=O)c1cc2ccccc2cc1OC	4.2
O=C(NC1CCCCC1)O/N=C\c1ccc(Br)cc1	-23.2
CC(=O)NC(NCc1cccnc1)C(Cl)(Cl)Cl (centres undefined)	-8.8
CC(C)CNC(=O)C(=O)Nc1cccc(Cl)c1Cl	-16.0
COC(=O)/C(=C(/C)c1ccccc1)[N+](=O)[O-]	-0.4
O=C(Nc1ccc(Cl)cc1)/C(=C\c1ccccc1Cl)NC(=O)c1ccccc1	-2.6
Cc1ccc(C(=O)Nc2ccc(S(=O)(=O)N3CCC(C)CC3)cc2)cc1	-11.7
Cc1cc(OCC(=O)Nc2cccc(Cl)c2Cl)ccc1Br	-3.5
O=C(Nc1ccccc1S)c1cc2c(ccc3ccccc32)oc1=O	-7.2
S=c1oc(COc2ccc(Cl)cc2Cl)nn1CN1CCCCC1	-13.6
CCC(C)N1C(=O)C(=O)N(C2CCCCC2)C1=O (centres undefined)	-6.9
CC(=O)Nc1cccc(C(=O)/C=C/c2ccc(/C=C/C(=O)c3cccc(NC(C)=O)c3)cc2)c1	-4.6
Cc1nc2cc(-c3cccc(F)c3)[nH]n2c(=O)c1C	1.6
COc1ccc(C2SCCN2S(=O)(=O)c2ccc(C)cc2)cc1 (centres undefined)	-21.6
COCCCNC(=O)COc1ccccc1	-19.0
O=C(COc1cccc(Cl)c1)NCCc1ccccc1	-12.2
Cc1ccc(NC(=O)c2cc(C(=O)O)ccc2C(=O)O)c([N+](=O)[O-])c1	-16.6
COc1ccc(-c2cc(C(F)(F)F)n3nc(C(=O)NCCCn4ccnc4)c(Cl)c3n2)cc1	-25.3
O=C(COc1ccc2ccccc2c1)Nc1cccc2ccccc12	4.4
O=C1NC(c2ccc(Br)cc2)=N/C1=C/c1ccccc1F	-7.5
CSc1ccc(/C=C2\C(=O)NC(=O)N(c3cc(C)cc(C)c3)C2=O)cc1	-4.6
C/C=C/COC(=O)C1=C(C)NC(=O)NC1c1ccccc1F (centres undefined)	-32.4
Fc1cccc(CN2CCN(Cc3ccco3)CC2)c1	2.7
CCCC(=O)NC(c1ccc(Cl)cc1)c1c(OC(C)=O)ccc2ccccc12 (centres undefined)	15.2
Carrying on:
SMILES	DUSP3 inh
COC(=O)c1ccccc1NC(=O)c1cc(Br)ccc1OC	-7.7
CC(C(=O)N1c2ccccc2Sc2ccc(C(F)(F)F)cc21)N1C(=O)c2ccccc2C1=O (centres undefined)	-16.8
Cc1nnc(N/N=C/c2ccccc2OCc2ccccc2)[nH]c1=O	-0.4
C=CCNC(=O)/C=C/c1ccc(OC)c(OC)c1	-5.6
Cc1c(Cl)cccc1NC(=O)CN(c1ccc(Br)cc1)S(=O)(=O)c1ccccc1	25.2
Cc1c(Cl)cccc1N=Cc1ccc([N+](=O)[O-])o1	14.3
CC(C)c1ccc(/C=C2\SC(=S)N(Cc3ccco3)C2=O)cc1	-2.7
Cc1cc(Cl)ccc1OCc1nc(-c2cccc([N+](=O)[O-])c2)no1	-9.6
NC(=O)c1c(/N=C/c2cc(Cl)cc(Cl)c2O)sc2c1CCCC2	48.8
CCOc1cc(C2C(C(=O)OC)=C(C)NC3=C2C(=O)c2ccccc23)ccc1OCc1cccc(F)c1 (centres undefined)	-13.6
CC1CCC(C(C)C)C(OC(=O)c2ccco2)C1 (centres undefined)	-5.9
CCCC(=O)Nc1ccc(NC(=O)c2cccc(Cl)c2)cc1	-10.7
Cc1cccc(-n2c(C)cc(/C=N/NC(=O)CN3CCOCC3)c2C)c1	11.2
COc1ccc(/C=C(/NC(=O)c2ccco2)C(=O)N2CCCCC2)cc1	4.9
CCc1ccc(-c2cc(C(=O)NC(C)(C)C)c3ccccc3n2)cc1	-7.4
COc1ccccc1NCN1C(=O)CSC1=O	-8.3
CCc1cc(=O)oc2cc(OCc3ccc(F)cc3)ccc12	-1.1
O=C(N/N=C/c1ccc(C(=O)O)cc1)C(=O)NC1CCCCC1	-19.7
COc1ccc(/C=C2\SC(=O)N(c3ccccc3OC)C2=O)cc1	-20.5
N#CC1=C(N)Oc2cc(N)ccc2C1C1CC=CCC1 (centres undefined)	4.8
CC(=O)Nc1ccc(N2C(=O)/C(=C/c3ccc([N+](=O)[O-])cc3)C=C2c2ccccc2)cc1	-3.3
C/C(O)=C\C(N)=N/c1nc(C)cc(C)n1	-1.8
O=C(c1nn2c(c1Br)NC(c1cccs1)CC2C(F)(F)F)N1CCOCC1 (centres undefined)	-6.0
CCOc1ccc(-c2cc(C)n3nc(C(=O)Nc4ccccc4C(=O)OC)cc3n2)cc1	-12.1
Cc1ccc(OCCOc2ccc(/C=N/n3cnnc3)cc2)cc1	4.7
Next section
SMILES	DUSP3 inh
CCC(C)c1c(O)nc(SCC(=O)Nc2nc3ccccc3s2)[nH]c1=O (centres undefined)	8.8
O=S(=O)(c1cc(Cl)ccc1Br)n1nnc2ccccc21	-6.4
O=C1NC(=Nc2ccc(O)cc2)S/C1=C/C(Cl)=C/c1ccc([N+](=O)[O-])cc1	-10.8
COc1cc(C=O)cc(Br)c1OCCOc1ccc(C)c(C)c1	-3.9
O=C(O)c1cn(-c2ccccc2)nc1-c1ccc(Br)cc1	6.4
O=C(COc1cccc2ccccc12)NCc1cccnc1	-19.1
CCNC(=O)CCC(=O)Nc1cc(Cl)ccc1C	-18.4
CCN(C(=O)c1cccc([N+](=O)[O-])c1C)C1CCCCC1	15.4
Nc1ncn(-c2ccc(Cl)cc2)c1C(=O)c1ccc([N+](=O)[O-])cc1	7.8
C(=Nc1ccc(-c2nnc(-c3ccccc3)o2)cc1)c1c2ccccc2cc2ccccc12	-14.9
O=S(=O)(c1ccc(Br)c2ccccc12)N1CCOCC1	-13.6
COc1ccc(OCC(=O)N2c3ccccc3Sc3ccc(Cl)cc32)cc1	-36.1
C=CCc1cc(/C=C2/C(=O)NC(=O)N(c3ccccc3)C2=O)cc(OC)c1O	17.7
O=C(CC1SC(=Nc2ccccc2)N(c2ccccc2)C1=O)Nc1cccc(Cl)c1 (centres undefined)	-28.1
COc1ccc(C2=Nc3ccccc3NC(c3ccc([N+](=O)[O-])cc3)C2)cc1 (centres undefined)	26.0
CCOc1ccccc1NC(=O)c1ccc(CN(c2ccccc2)S(C)(=O)=O)cc1	-9.4
Cc1cc(C)n2c(SCCc3ccccc3)nnc2n1	15.8
O=C(CSc1nnc(-c2ccc(Br)cc2)o1)OCc1ccccc1	-15.6
COC(=O)N(C)CCCC1(C)C(=O)N(C)c2ccc(O)cc21 (centres undefined)	-13.9
O=C(N1CCOCC1)C(F)(F)C(F)(F)C(F)(F)C(F)(F)C(=O)N1CCOCC1	-1.0
CCc1ccc(OCC(=O)Nc2ccc(OC(F)(F)F)cc2)cc1	5.2
COc1ccc(S(=O)(=O)Nc2cc(C)ccc2C)cc1OC	-15.2
COc1ccc(N/C(N)=N\c2nc(C)cc(C)n2)c(OC)c1	-11.5
N#C/C(=C\c1cn(CC(=O)Nc2ccccc2)c2ccccc12)c1nc2ccccc2[nH]1	-16.8
O=C(NC(=S)Nc1ccc(-c2nc3ccccc3o2)cc1)c1ccco1	3.4
Further compounds.
SMILES	DUSP3 inh
COc1ccc(-c2c(Cc3ccccc3)[nH]n3c(=O)c4c(nc23)CCC4)cc1	-11.0
O=C(c1cccs1)N1CCN(C2CCN(Cc3ccccc3)CC2)CC1	-1.4
NS(=O)(=O)c1ccc(CNC(=O)c2ccccc2Cl)cc1	-8.4
Cc1cc(C)c(NC(=S)NC(NC(=O)c2ccccc2)C(Cl)(Cl)Cl)c(C)c1 (centres undefined)	-4.8
CS(=O)(=O)N1CCN(C(=O)c2cccs2)CC1	-12.6
COc1ccc(C2Nc3ccccc3C(=O)N2Cc2ccco2)cc1CSc1nc2ccccc2s1 (centres undefined)	-0.9
O=C(CNC(=O)c1cccc(Cl)c1)N/N=C/C=C/c1ccccc1	-3.1
CCN1C(=O)/C(=C\c2ccc(-c3ccc(C)c(Cl)c3)o2)SC1=S	9.6
C=CCN1C(=O)/C(=C\c2ccc(-c3ccc([N+](=O)[O-])cc3)o2)SC1=S	-26.0
CCOC(=O)c1ccc(NC(=O)CN(c2cccc([N+](=O)[O-])c2)S(=O)(=O)c2ccccc2)cc1	-9.7
O=C1N=c2ccc(Br)cc2=C1c1sc(=O)n(-c2cccc(Cl)c2)c1S	1.3
Cc1cc(OCCCCn2ccnc2)cc(C)c1Cl	-2.4
COc1ccc(Cl)cc1C(=O)Nc1ccc(I)cc1Cl	-0.8
Cc1ccc(C)c(-c2nn(-c3cc(N4CCCC4)ccc3[N+](=O)[O-])c(=O)c3ccccc23)c1	-1.8
O=C(NC(=S)Nc1ccc2c(c1)-c1ccccc1C2)c1ccccc1	-10.4
CCOc1cc(/C=N/n2c(C)nnc2C)ccc1O	-47.7
Cn1cc(/C=C2/SC(=S)N(c3cccc(Cl)c3)C2=O)c2ccccc21	-52.3
O=C(Nc1nc(-c2ccc(Br)cc2)cs1)c1ccc([N+](=O)[O-])cc1	-45.1
O=C(Nc1ccc(Cl)c(C(F)(F)F)c1)c1cccc(Br)c1	-23.9
Cc1ccc(/C=C2/SC(=S)N(CCC(=O)O)C2=O)o1	13.1
N#C/C(=C/c1ccccc1)C(=O)Nc1ccc(Cl)c(Cl)c1	0.6
CN1/C(=C\C=N\Nc2ccc([N+](=O)[O-])cc2)C(C)(C)c2ccccc21	-8.6
Cc1c(C(c2ccc(C(=O)O)cc2)c2c(C)n(C)n(-c3ccccc3)c2=O)c(=O)n(-c2ccccc2)n1C	-4.0
Nc1ccc2nc(SCc3nc4ccccc4[nH]3)sc2c1	28.7
CCN(CC)C(=O)c1sc(NC(=O)c2ccc(F)cc2)c(C(=O)OC(C)C)c1C	-0.6
The listing continues.
SMILES	DUSP3 inh
COc1cc(/C=C2\C=C(c3ccc(Br)cc3)OC2=O)ccc1OC(C)=O	22.7
O=C(Nc1nccs1)c1ccc2c(c1)OCO2	-24.1
O=C(Nc1ccc(S(=O)(=O)Nc2nccs2)cc1)c1cncc(Br)c1	-7.5
CC(C)NC(=O)C(=O)NN=C1CCCC1	-24.8
O=C(/C=C/c1cccc([N+](=O)[O-])c1)Nc1cccc(F)c1	2.9
CCN(CC)S(=O)(=O)c1cc(C(N)=O)ccc1Cl	1.0
CCOc1cc(OCC)cc(C(=O)Nc2ccc(Cl)c(NC(=O)c3ccco3)c2)c1	-6.1
O=C(O)C1CC(O)CN1C(=O)Oc1ccccc1 (centres undefined)	-9.0
CCOc1ccc(/C=C/C(=O)c2cccc(Br)c2)cc1	-12.7
O=S(=O)(NC1CCCCCCC1)c1ccc(F)cc1	-31.7
Cc1ccc(NC(=O)c2sc3ccccc3c2Cl)nc1	-16.6
CCOC(=O)c1c(NC(=O)c2c(Cl)ccc(Cl)c2OC)sc2c1CCCC2	7.0
CCCC(=O)Nc1ccc(C)cc1[N+](=O)[O-]	-1.3
COC(=O)c1ccc(/C=C2/SC(=S)N(C)C2=O)cc1	-17.0
CC(C)OCCCNC(=O)C(=O)Nc1cccc(Cl)c1Cl	4.9
O=C(O)C1=C2C(=O)Nc3cccc(c32)C2(C1)C(=O)Nc1ccccc12 (centres undefined)	6.4
Cc1ccc(C(=O)c2c(N)sc3c2CCCC3)cc1	-4.7
O=C(O)c1cccc(-c2ccc(C=C3C(=O)c4ccccc4C3=O)o2)c1	8.3
O=C(/C=C/c1c(Cl)cccc1Cl)c1ccc2c(c1)OCCO2	3.9
Cc1[nH]n(-c2ccccc2)c(=O)c1C(=O)c1ccccc1F	-13.2
Cc1ccc(Cl)c(OCCCCN2CCCC2)c1	-2.1
COc1ccc(NC(=O)c2ccc(-c3ccccc3)cc2)cc1	-3.0
COc1ccccc1N(CC(=O)Nc1ccc2ccccc2c1)S(=O)(=O)c1ccccc1	-20.1
O=C(O)CCC(=O)N1N=C(c2ccc(Br)cc2)CC1c1cccc([N+](=O)[O-])c1 (centres undefined)	5.1
CC(NC(=O)C12CC3CC(CC(C3)C1)C2)C(=O)Nc1ccc(S(=O)(=O)Nc2nccs2)cc1 (centres undefined)	22.5

In another format: 16 of the compounds above
molecule,DUSP3 inh
CCOc1cc(OCC)cc(C(=O)Nc2ccc(Cl)c(NC(=O)c3ccco3)c2)c1,-6.1
O=C(O)C1CC(O)CN1C(=O)Oc1ccccc1 (centres undefined),-9.0
CCOc1ccc(/C=C/C(=O)c2cccc(Br)c2)cc1,-12.7
O=S(=O)(NC1CCCCCCC1)c1ccc(F)cc1,-31.7
Cc1ccc(NC(=O)c2sc3ccccc3c2Cl)nc1,-16.6
CCOC(=O)c1c(NC(=O)c2c(Cl)ccc(Cl)c2OC)sc2c1CCCC2,7.0
CCCC(=O)Nc1ccc(C)cc1[N+](=O)[O-],-1.3
COC(=O)c1ccc(/C=C2/SC(=S)N(C)C2=O)cc1,-17.0
CC(C)OCCCNC(=O)C(=O)Nc1cccc(Cl)c1Cl,4.9
O=C(O)C1=C2C(=O)Nc3cccc(c32)C2(C1)C(=O)Nc1ccccc12 (centres undefined),6.4
Cc1ccc(C(=O)c2c(N)sc3c2CCCC3)cc1,-4.7
O=C(O)c1cccc(-c2ccc(C=C3C(=O)c4ccccc4C3=O)o2)c1,8.3
O=C(/C=C/c1c(Cl)cccc1Cl)c1ccc2c(c1)OCCO2,3.9
Cc1[nH]n(-c2ccccc2)c(=O)c1C(=O)c1ccccc1F,-13.2
Cc1ccc(Cl)c(OCCCCN2CCCC2)c1,-2.1
COc1ccc(NC(=O)c2ccc(-c3ccccc3)cc2)cc1,-3.0

As entered above.
O=C(O)C1CC(O)CN1C(=O)Oc1ccccc1 (centres undefined) @ DUSP3 inh: -9.0
O=S(=O)(NC1CCCCCCC1)c1ccc(F)cc1 @ DUSP3 inh: -31.7

Further structures
SMILES	DUSP3 inh
C(=NN1CCN(Cc2ccccc2)CC1)c1ccccc1	-6.3
O=C(CCN1C(=O)/C(=C/c2ccccc2)SC1=S)Nc1cccc(Cl)c1	-1.9
COC(=O)C1C(=O)NCC1c1ccccc1 (centres undefined)	-19.8
COc1cccc(NC(=O)CN(c2ccc(Br)cc2)S(C)(=O)=O)c1	8.5
CC(C)c1cc(CN(C)C)cc(C(C)C)c1O	0.7
O=c1c2c3c(sc2ncn1/N=C/c1cccs1)CCCC3	-29.9
O=C(c1ccccc1)c1cc(Cl)ccc1NC(=O)C1COc2ccccc2O1 (centres undefined)	-8.4
O=C1C(Cl)=C(Nc2ccc(F)cc2)C(=O)N1c1cccc(Cl)c1	-1.0
Cc1ccc(Nc2ncnc3ccc(Br)cc23)cc1C	-11.3
Cn1c(O)c(N=NC(N)=O)c2ccccc21	-0.8

The list is partial; rates above refer to the full screens.
